A549 tox: kills or reduces viability of A549 cells in Nrf2 counter-screen. A549 ARE-Fluc cells, CellTiter-Fluor viability, 18-24 h. Potency, µM (titrated, usually from 46 µM), inactives show at the top dose activity change, negative = cytotoxicity, actives largely listed as inhibitors. actives 0.16% (n = 390,000). AID 504648; also: potency is read from the fitted curve at half-maximal effect; % is scaled to controls: 0 for no effect and ±100 for the full control effect
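Cytotoxicity counterscreen: CellTiter-Fluor fluorescence was measured in A549 ARE_Fluc cells after 18-24 h of compound exposure in a concentration series. The subsequent BugLite luminescent read reports ARE-luciferase activity.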
MCF10A rereplic: induces DNA re-replication in MCF 10a normal breast cells | MCF 10A DNA re-replication, Hoechst nuclear intensity, 48 h | Potency, µM (series often up to 46.1 µM), for inactives: at the highest dose activity, positive = re-replication, usual class: activators | actives 2.9% (n = 350,000) | AID 624296; also: potency is read from the fitted curve at half-maximal effect; % of control where 0% means no effect; nearly all actives have a fitted effect of over 50% in size
ATXN2 expr inh: ATXN2 expression inhibition; HEK-293 ATXN2-luciferase reporter, luminescence, 24 h; Potency, µM (highest dose often 57 µM), without a hit: at the top dose activity change, negative = inhibition, usual class: inhibitors; actives 0.72% (n = 360,000); also: potency is read from the fitted curve at half-maximal effect; % is scaled to controls: 0 for no effect and ±100 for the full control effect; nearly all actives have a fitted effect of over 55% in size
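ATXN2-luciferase reporter cells (luciferase flanked by upstream and downstream ATXN2 gene portions) were treated 24 h at 37 °C with compounds at up to 57 uM. SteadyGlo luminescence gave expression; GF-AFC fluorescence gave viability.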
Nrf2 block: Nrf2 pathway inhibition; A549 ARE-Fluc reporter, luciferase luminescence, 18-24 h; Potency, µM (titrated, usually from 46 µM), without a hit: at the top dose activity change, negative = inhibition, usual class: inhibitors; actives 2.1% (n = 360,000); AID 504444; also: potency is read from the fitted curve at half-maximal effect; % is scaled to controls: 0 for no effect and ±100 for the full control effect; nearly all actives have a fitted effect of over 60% in size
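Cells were seeded and rested 2 h, then exposed to compounds for 18-24 h. CellTiter-Fluor was read first as a viability measure. BugLite was added 15 min before the final luminescent read of ARE-luciferase activity in A549 cells.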
TGFb SMAD3 inh: blocks TGF-b signaling; Potency, µM (doses to about 46.1 µM), without a hit: top-dose activity, negative = inhibition, hits mostly inhibitors; HepG2 CAGA-GFP TGF-b/SMAD3 reporter, GFP fluorescence, 18 h; TGF-beta stimulated, 500 pg/mL final; actives 1.2% (n = 410,000); also: potency is read from the fitted curve at half-maximal effect; % is scaled to controls: 0 for no effect and ±100 for the full control effect; nearly all actives have a fitted effect of over 65% in size
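HEPG2 CAGA-GFP, 1000 cells/well; 2 h settle, 37 C; cpd via pin tool; TGF-b 500 pg/mL final; 18 h, 37 C; GFP imaging ex488/em500-530; %Activity normalised to -TGF-b and +DMSO controls; CRC fit, curve class.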
Nrf2 activator: activators of Nrf2 (ARE) signaling; AREc32 ARE-luciferase reporter (MCF7-derived line), luminescence, 24 h; Potency, µM (top dose mostly 46.1 µM), inactives show top-dose activation, hits mostly activators; actives 0.31% (n = 410,000); also: potency is read from the fitted curve at half-maximal effect; % of control where 0% means no effect; nearly all actives have a fitted effect of over 65% in size
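Luciferase luminescence (Steady-Glo, 30 min at room temperature) served as the read-out of ARE activation in AREc32 cells treated with compounds for 24 hr at 37 deg C.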
S2 tox: reduces viability in counter-screen for ATXN expression inhibitors. actives 0.49% (n = 400,000). Potency, µM (highest dose often 56.7 µM), most hits filed as cytotoxic. S2 cells (HEK-293 line with an ATXN2-luciferase reporter) viability, CellTiter-Fluor protease fluorescence, 24 h. AID 651635; also: potency is read from the fitted curve at half-maximal effect; nearly all actives have a fitted effect of over 40% in size
IL-1B inflam inh: inflammasome signaling inhibition, IL-1 beta readout; activity change, % at 57.5 µM; actives 4.7% (n = 360,000); THP-1 LPS/ATP IL-1B secretion, AlphaLISA, 16 h; hits give low values; in the data active = activity change below about -50%; inconclusive = mostly about -30% to -49%; also: % is scaled to controls: 0 for no effect and ±100 for the full control effect
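Secreted IL-1B measured by AlphaLISA bead assay after 16 h compound exposure of THP-1 cells; compounds (final up to 57.5 uM) added 1 h before LPS (250 ng/mL) and ATP (1.25 mM) stimulation; lower signal means less secretion.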
HepG2 tox: HepG2 cytotoxicity, counter-screen for TGF-b inhibitors. HepG2 CAGA-GFP viability, ATP luminescence, 18 h. Potency, µM (series often up to 46.1 µM), inactives show at the highest dose activity change, negative = cytotoxicity, actives largely listed as cytotoxic. actives 0.76% (n = 410,000). AID 588856; also: potency is read from the fitted curve at half-maximal effect; some results filed as inactive show a strong effect at the top dose
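HepG2 CAGA-GFP cells (1000/well, DMEM with 1% FBS) received compound, then TGF-beta at 500 pg/mL final, and were incubated 18 hours at 37 degrees C. Viability was read by CellTiter-Glo luminescence. Media-only wells were set as complete cell-killing and DMSO as no toxicity.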
The depositor's hits bear a star; i = inactive; ? = inconclusive; . = no result given; [ ] = dose if it differs, or a comment. Unless noted, calls follow the shape of the dose curve; as a rule, active = well fitted curve in the direction sought with a large enough effect; inconclusive = small, poorly fitted or top-dose-only effect, or another doubt; inactive = no such curve, though single readings can be large; an effect the other way counts as inactive or inconclusive.

SMILES | A549 tox | MCF10A rereplic | ATXN2 expr inh | Nrf2 block | TGFb SMAD3 inh | Nrf2 activator | S2 tox | IL-1B inflam inh | HepG2 tox
COc1ccc(/C=C/C(=O)NCC2COc3ccccc3O2)cc1OC (stereo unspecified) | 5% | -13% | -28% | -16% | -24% | 1.9% | i | -3 | -2%
COc1ccccc1NC(=O)N1CCC(c2nc3ccccc3o2)CC1 | 0% | -3% | -15% | -2% | 38%[activator] | 0.2% | i | 12 | 91%
CCOC(=O)Nc1cc2c(c(N)n1)N=C(c1ccccc1)CN2 | ? | ? | 11% | ? | ? | 5.3% | ? | 5 | -7%
Nn1c(SCc2ccccc2)nnc1-c1ccccn1 | -3% | 0% | . | -13% | 0% | -0.2% | . | -20 | 1%
COc1ccc(-n2nnnc2SCC(=O)Nc2cccc(NC(C)=O)c2)cc1OC | 22% | 3% | 5% | -16% | 5% | -0.4% | i | 29 | -7%
CC(C)NC(=O)c1ccc(CONC(=O)OCc2ccccc2)cc1 | . | . | . | . | -5% | -0.5% | i | -26 | -8%
Cn1c(C(=O)N[C@@H](C(=O)O)c2ccccc2)cc2cc(F)ccc21 | -16% | 5% | -4% | 4% | 26% | 5.3% | i | 7 | 0%
Cc1[nH]c2ccccc2c1/C=N/Nc1ccc([N+](=O)[O-])cc1 | ? | 11% | 7% | ? | 22% | 10% | . | ? | -1%
CCCCN1C(=O)CC(Nc2ccc(CC)cc2)C1=O (stereo unspecified) | -6% | ? | 49%[activator] | 17% | 23% | -0.8% | i | -13 | 0%
COCCCN(C(=O)c1cc(-c2ccco2)nc2ccccc12)c1c(N)n(Cc2ccccc2)c(=O)[nH]c1=O | 3% | 0% | 1% | 9% | -1% | 22% | i | 0 | 2%
COc1ccc(CCNC(=O)CC(NS(=O)(=O)c2ccc(NC(C)=O)cc2)C(C)C)cc1OC (stereo unspecified) | -4% | 8% | -1% | 18% | -11% | 2.3% | i | -1 | -4%
COc1ccc2c(CC(=O)Nc3ccc(OC)c(S(=O)(=O)N4CCOCC4)c3)coc2c1 | 4% | 7% | 13% | 4% | -7% | 4.1% | i | i | -2%
O=C(NCCCN1CCCC1=O)C(=O)NCC1OCCCN1S(=O)(=O)c1ccccc1 (stereo unspecified) | . | . | . | . | 6% | -1.1% | i | 9 | 17%
Cc1cc(C)c(NC(=O)CCCN2CCN(C)CC2)c(C)c1 | 0% | 1% | -10% | . | ? | -0.4% | i | -17 | -1%
O[C@H]1CN(Cc2cccs2)[C@@H](c2ccc(Cl)cc2)C[C@@H]1n1cc(C2CC2)nn1 | . | . | 12% | . | 15% | -0.2% | i | 30 | 5%
CSc1nc2c(c(=O)[nH]1)C(c1ccccc1)C1=C(CC(C)(C)CC1=O)N2 (stereo unspecified) | -7% | ? | -11% | 1% | -20% | 0.0% | i | -7 | -15%
O=C(NNC1=NCCC1)c1cccc(Br)c1 | 0% | 3% | 70%[activator] | 12% | -9% | 0.5% | i | 1 | 6%
Brc1ccc(C=Nc2ccc(Nc3ccccc3)cc2)s1 | 0% | ? | 13% | ? | -17% | 0.0%[9.22 µM] | ? | -11 | -30%
CC(C)c1[nH]c(=O)c(C#N)c2c1COC(C)(C)C2 | 2% | 1% | 6% | 3% | -6% | -0.8% | i | -3 | -3%
COC(=O)Cc1cc(OC)c(OC)cc1Cc1cc(OC)c(OC)cc1CC(=O)OC | 1% | 3% | 3% | 6% | 24% | 0.3% | i | 14 | -1%

Overlap with the part before: five compounds, then new ones.
SMILES | A549 tox | MCF10A rereplic | ATXN2 expr inh | Nrf2 block | TGFb SMAD3 inh | Nrf2 activator | S2 tox | IL-1B inflam inh | HepG2 tox
CSc1nc2c(c(=O)[nH]1)C(c1ccccc1)C1=C(CC(C)(C)CC1=O)N2 (stereo unspecified) | -7% | ? | -11% | 1% | -20% | 0.0% | i | -7 | -15%
O=C(NNC1=NCCC1)c1cccc(Br)c1 | 0% | 3% | 70%[activator] | 12% | -9% | 0.5% | i | 1 | 6%
Brc1ccc(C=Nc2ccc(Nc3ccccc3)cc2)s1 | 0% | ? | 13% | ? | -17% | 0.0%[9.22 µM] | ? | -11 | -30%
CC(C)c1[nH]c(=O)c(C#N)c2c1COC(C)(C)C2 | 2% | 1% | 6% | 3% | -6% | -0.8% | i | -3 | -3%
COC(=O)Cc1cc(OC)c(OC)cc1Cc1cc(OC)c(OC)cc1CC(=O)OC | 1% | 3% | 3% | 6% | 24% | 0.3% | i | 14 | -1%
COc1ccc(/C=N/NC(=O)c2ccc(NC(=O)c3cccc([N+](=O)[O-])c3)cc2)c(C(=O)O)c1OC | -2% | -2% | -14% | -4% | 2% | -0.2% | i | 20 | -4%
CC(C)c1ccccc1NC(=O)Nc1nnc([C@@H]2C[C@H](O)[C@@H](CO)O2)s1 | . | . | 24% | . | 7% | 1.7% | i | 23 | -2%
Cc1ccccc1-n1ncc(C(C)NS(=O)(=O)c2sccc2C)c1C (stereo unspecified) | 1% | ? | -4% | -24% | -9% | 0.2% | i | 6 | -35%
CCc1ccc(CNC(=O)C(CC)n2nc(C)c3c(C)n(-c4ccccc4)nc3c2=O)cc1 (stereo unspecified) | 3% | . | -21% | ? | ? | 0.2% | i | . | -39%
O=c1c2oc3ccccc3c2n(Cc2ccccc2)c(=O)n1Cc1ccco1 | 15% | . | -4% | ? | -1% | 2.4% | i | . | 3%
O=C(NN=Cc1ccc(F)c(F)c1)c1ccc(NS(=O)(=O)c2cccs2)cc1 | -3% | 2% | 4% | 5% | 4% | 3.0% | ? | -4 | 1%
CCOC(=O)c1ccccc1NC(=S)N1CCN(C2CCCCC2)CC1 | 0% | 8% | . | -12% | -27% | 0.4% | i | -8 | -13%
CCOC(=O)c1sc(S(C)(=O)=O)c2c1CC(C)(C)C/C2=N/O | 0% | -2% | -32% | 13% | ? | 2.9% | i | 12 | -54%
CCOc1ccc(-c2cc3c(=O)n(Cc4nc(-c5cccc(OC)c5OC)oc4C)ccn3n2)cc1Cl | 3% | . | 1% | 1% | -24% | 0.2% | i | . | -3%
OCCNc1ncnc2c1ncn2Cc1ccccc1 | -3% | -181%[0.0737 µM] | 3% | 5% | -9% | -0.7% | i | -24 | 23%
CCOC(=O)C1CCN(S(=O)(=O)c2cccc(C(=O)Nc3ccccc3)c2)CC1 | -1% | 0% | 1% | 18% | ? | 0.1% | i | 6 | -12%
COc1ccc(CNS(=O)(=O)c2ccc(F)c(C(=O)Nc3ccc(OC)cc3)c2)cc1 | -3% | -3% | -16% | -19% | 6% | 0.2% | i | 13 | -3%
Cc1ccc(C(=O)NC(=S)Nc2ccccc2C(F)(F)F)c(C)c1 | -6% | 1% | 23% | 1% | -11% | 1.7% | i | 25 | -5%
CCOC(=O)/C(O)=C(\C#N)c1nc2ccccc2[nH]1 | -2% | 7% | 3% | ? | -19% | 2.0% | i | 9 | -24%
COc1cccc(C(=O)N(Cc2nc(-c3ccc(Cl)cc3)no2)C(C)C)c1OC | -7% | . | -33% | -24% | ? | 0.2% | i | . | -31%
O=C(NCCc1c[nH]c2ccccc12)N[C@@H](Cc1ccccc1)C(=O)O | 2% | -22% | 4% | 7% | 0% | 0.0% | i | 7 | 5%
O=C(NN1C(=O)/C(=C/c2ccc(O)cc2)SC1=S)c1ccccc1O | -9% | 1% | . | -4% | -5% | -0.1% | ? | -9 | -4%
O=C(CSc1ccccc1)NCc1ccc2c(c1)CCN2C(=O)c1ccc(F)cc1 | -15% | . | . | . | 15% | -0.8% | . | . | -16%
CC(C)CCN1CCN(Cc2cccn2-c2cccnc2)CC1CCO (stereo unspecified) | 0% | -2% | . | -15% | -13% | -0.3% | i | 0 | -7%
CC(C)Cn1c(-c2ccc(S(=O)(=O)N3CCOCC3)cc2)csc1=Nc1cc(Cl)ccc1Cl | 1% | . | -8% | -4% | ? | -1.0% | i | . | -24%

Looked up above.
OCCNc1ncnc2c1ncn2Cc1ccccc1 – ATXN2 expr inh = 3%
COc1ccc(CCNC(=O)CC(NS(=O)(=O)c2ccc(NC(C)=O)cc2)C(C)C)cc1OC (stereo unspecified) – ATXN2 expr inh = -1%

Going on with the list:
SMILES | A549 tox | MCF10A rereplic | ATXN2 expr inh | Nrf2 block | TGFb SMAD3 inh | Nrf2 activator | S2 tox | IL-1B inflam inh | HepG2 tox
COc1ccc(CCC(=O)OCC(=O)Nc2sccc2C#N)cc1 | 3% | -2% | 6% | ? | 12% | 1.8% | i | 29 | 3%
O=Cc1ccsc1B(O)O | 7% | . | . | ? | 28% | . | . | . | 17%
O=C(Nc1ccccc1NS(=O)(=O)c1ccc(F)cc1)C1CCC1 | 0% | 6% | 15% | 1% | -2% | 1.9% | i | 40 | -10%
COc1ccc(CNC(=O)C2=C(C)C(=O)OC23CCCCC3)cc1 | 0% | . | . | . | 0% | 0.6% | . | . | -13%
COc1ccc(NC(=O)c2c(C)noc2-c2snnc2C)cc1 | -7% | ? | 3% | ? | -10% | -0.5% | i | -5 | 0%
O=C1NC[C@@H](CCCCN2C[C@H](Cc3ccc(O)cc3)N(CCC3CCCCC3)C(=O)C2=O)N(Cc2ccccc2)C1=O | . | . | -7% | . | . | 0.2% | i | -6 | .
COc1ccccc1CNc1nc(NCc2cccs2)nc2ccsc12 | . | . | ? | . | 11µM* | 0.3% | ? | -17 | -34%
CCC1CN(C(=O)N2CCC(C(=O)NCCN(CC)CC)CC2)c2cc(C)ccc2O1 (stereo unspecified) | -1% | . | . | -13% | -5% | -0.3% | . | . | 4%
